PGE2 EP2 inh = human EP2 receptor antagonists, primary screen, TR-FRET cAMP, C6 glioma cells | C6 glioma cells expressing human EP2; cells stimulated with saturating PGE2 | inhibition, % at 25 µM | hit rate 0.52% among 260,000 | AID 1422, 2008;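 active = percent inhibition above 40 after rounding to a whole number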;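 also: rat C6 glioma host cells with rolipram phosphodiesterase inhibitor present; the protocol text gives 20 µM as final concentration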
EP2 mod = EP2 receptor modulators, cAMP readout, primary screen, cell-based, HTRF cAMP, PGE2 stimulation. EP2-expressing cells, cAMP HTRF FRET, PGE2 co-stimulation. Prostaglandin E2 receptor EP2 subtype (Homo sapiens), P43116. induction, % at 25 µM. AID 940, 2007. hit rate 0.83% among 260,000;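 active = compounds whose cAMP rise, as percent of the full-agonist control response, exceeds 60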;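 also: rat C6 glioma line stably carrying human EP2 under a CMV promoter; the protocol text gives 20 µM as final concentration; 100% = response of wells given 1 µM PGE2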
p97 ATPase inh = inhibitors of human p97 ATPase, primary screen, biochemical; recombinant p97 ATPase, Kinase-Glo ATP luminescence, 3 h; inhibition, % at 8 µM; hit rate 0.42% among 220,000; in the data active = inhibition above about 15%;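 also: 0% = DMSO vehicle and 100% = wells lacking enzyme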
Target sequence (P55072 whole entry, looked up): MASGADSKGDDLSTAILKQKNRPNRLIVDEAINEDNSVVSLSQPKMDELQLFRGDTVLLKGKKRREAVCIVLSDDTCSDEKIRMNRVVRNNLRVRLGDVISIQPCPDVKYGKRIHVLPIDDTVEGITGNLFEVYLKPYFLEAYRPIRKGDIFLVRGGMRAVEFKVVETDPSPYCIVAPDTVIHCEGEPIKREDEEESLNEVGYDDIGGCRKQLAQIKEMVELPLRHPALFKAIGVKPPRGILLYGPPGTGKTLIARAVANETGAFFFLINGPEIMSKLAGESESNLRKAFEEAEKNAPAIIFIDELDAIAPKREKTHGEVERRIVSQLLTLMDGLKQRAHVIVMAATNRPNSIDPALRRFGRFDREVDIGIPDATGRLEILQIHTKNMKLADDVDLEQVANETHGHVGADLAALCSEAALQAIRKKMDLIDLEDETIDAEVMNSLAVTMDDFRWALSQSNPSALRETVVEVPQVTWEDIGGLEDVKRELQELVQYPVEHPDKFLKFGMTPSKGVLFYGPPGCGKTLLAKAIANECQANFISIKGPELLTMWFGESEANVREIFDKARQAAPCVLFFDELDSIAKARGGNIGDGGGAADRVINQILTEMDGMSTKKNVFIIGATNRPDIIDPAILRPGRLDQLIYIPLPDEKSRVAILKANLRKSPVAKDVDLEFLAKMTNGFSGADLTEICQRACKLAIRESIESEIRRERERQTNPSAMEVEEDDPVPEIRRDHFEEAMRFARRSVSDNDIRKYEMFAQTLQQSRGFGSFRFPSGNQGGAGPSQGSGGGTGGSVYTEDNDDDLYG
eIF4E 4G PPI = eIF4E–eIF4G protein interaction inhibitors, primary screen, biochemical, uHTS, TR-FRET, eIF4GI fragment | AID 782, 2007 | inhibition, % at 21.7 µM | hit rate 0.37% among 220,000 | TR-FRET eIF4E-eIF4GI(517-606) binding, 2 h;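 active = inhibition above about 30%, limit read from the data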;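 also: 0% = full FRET control wells and 100% = background wells lacking eIF4GI fragment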
S1P4 ag = S1P4 receptor agonists, primary screen, cell-based | Sphingosine 1-phosphate receptor 4 (Homo sapiens), O95977 | S1P4-expressing cell line, agonist reporter assay | activation, % at 4.98 µM | hit rate 0.35% among 220,000 | AID 1509, 2009; in the data active = activation above about 11%;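 also: 0% = DMSO vehicle and 100% = reference agonist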
S1P4 antagonist = S1P4 receptor antagonists, primary screen, cell-based. S1P4-expressing cells, antagonist mode, reporter read-out. hit rate 0.26% among 220,000. Sphingosine 1-phosphate receptor 4 (Homo sapiens), O95977. AID 1510, 2009. inhibition, % at 4.98 µM; in the data active = inhibition above about 29%;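 also: 0% = wells stimulated with agonist and 100% = vehicle wells without agonist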
NPY-Y1 PAM-ag = NPY-Y1 receptor potentiators or agonists, primary screen, cell-based. Neuropeptide Y receptor type 1 (Homo sapiens), P25929. NPY-Y1 expressing cells, potentiator/agonist activation. activation, % at 3.6 µM. hit rate 0.37% among 220,000; in the data active = activation above about 33%, passing the limit was not always enough;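 also: cells stimulated with NPY at EC10 then isoproterenol at EC100; 0% = low agonist plus stimulus and 100% = saturating agonist plus stimulus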
NPY-Y1 antag = NPY-Y1 receptor antagonists, primary screen, cell-based | Neuropeptide Y receptor type 1 (Homo sapiens), P25929 | HEK293-CNG Y1 cells, membrane potential fluorescence; NPY at EC95, then isoproterenol | inhibition, % at 3.6 µM | hit rate 1% among 200,000 | AID 1040, 2008;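 active = inhibition above the campaign mean inhibition of all tested compounds plus 3 SD, cut at about 20% in these data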;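 also: 0% = DMSO wells given NPY plus isoproterenol and 100% = isoproterenol alone without NPY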
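Assay system: HEK293 Y1/CNG channel cell line; Doses: single compound dose of 3.6 µM, 0.4% DMSO; Timing: dye 3 h, compound 60 min room temperature, stimulation 45 min; Technique: Membrane-potential fluorescent dye readout; Measure: % inhibition of NPY effect.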
NPY2 pot ag = NPY-Y2 potentiators or agonists, primary screen, cell-based. Neuropeptide Y receptor type 2 (Homo sapiens), P49146. cells expressing NPY-Y2, potentiator/agonist read-out. activation, % at 3.6 µM. hit rate 0.45% among 220,000; in the data active = activation above about 27%;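 also: cells stimulated with NPY near EC25 plus isoproterenol at EC100; 0% = vehicle plus submaximal agonist and 100% = vehicle plus saturating agonist; some results beyond the cut were filed as inactive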
Starred values were filed as active, the others as inactive; x = not tested or not shown; & = joins results of further samples; [ ] = dose if it differs, or a comment. A portion of the library; the hit share may differ from the screen's.

SMILES | eIF4E 4G PPI | S1P4 antagonist | S1P4 ag | PGE2 EP2 inh | NPY-Y1 PAM-ag | p97 ATPase inh | EP2 mod | NPY2 pot ag | NPY-Y1 antag
Cc1oc(-c2ccccc2Cl)[n+]([O-])c1C | -2[fluorescence artefact?] | -2 | -2.0 | 0 | 1 | 4 | -60 | -11 | -1
COc1ccc(CCNC(=O)C2CCN(S(=O)(=O)c3ccc(OC)c(OC)c3)CC2)cc1 | -1[fluorescence artefact?] | -6 | -0.5 | 3 | 16 | 0 | -15 | -5 | 11
CCOc1ccc(/C=N/NC(=O)C(C)N(c2ccc(OC)cc2)S(C)(=O)=O)cc1OCC (stereo not given) | -2 | -22 | 0.4 | 7 | 3 | 2 | -16 | 1 | 1
O=C1/C(=C\c2cccnc2)CCc2ccccc21 | -1 | -2 | 1.4 | x | 8 | 5 | 8 | 3 | 9
Nc1nnc(Cc2ccc(Cl)c(Cl)c2)s1 | 3 | -4 | 2.1 | 7 | -5 | 1 | -11 | 7 | 1
CCN1CCN(CC(=O)Nc2sc3c(c2C#N)CCC(C)C3)CC1 (stereo not given) | 1 | -10 | 0.3 | 5 | -19 | 3 | 18 | -29 | 7
CCCS(=O)(=O)N1CCC(C(=O)NCc2cccnc2)CC1 | 0[fluorescence artefact?] | 9 | 2.1 | 17 | 12 | 6 | 8 | 4 | -5
CCOc1ccccc1NC(=O)CNS(=O)(=O)c1ccc2nc(C)sc2c1 | -4 | 5 | -1.5 | 5 | -13 | -3 | -72 | -14 | 4
CNC(=O)c1[nH]cnc1C(=O)N[C@@H](CC(C)C)C(=O)OC(C)(C)C | 3 | -9 | 2.2 | 10 | 9 | 1 | -23 | 2 | -4
CCOC(=O)c1ccc(-n2c(CCC(=O)O)ccc2-c2cccs2)cc1 | 2 | -7 | 0.1 | 8 | -1 | 2 | 21 | -20 | 9
Cc1nnc(SCC(=O)N2CCN(c3ccccc3)CC2)n(N)c1=O | 1 | -9 | 0.8 | 9 | 2 | 2 | 18 | 12 | 1
O=C(/C(=C(\O)c1ccccc1)c1nc2ccccc2[nH]1)c1ccccc1 | -5 | 1 | 0.8 | 9 | -1 | 5 | 14 | 13 | x
N#Cc1cc2c(nc1SCC(=O)O)CCCC2 | 4 | -10 | 3.5 | 8 | -27 | -2 | 5 | -11 | 10
Cc1cc(N2CCCC2=O)cc(C)c1S(N)(=O)=O | -3 | -9 | -3.4 | x | -7 | -1 | 8 | -1 | 2
CCn1nnnc1NC(=O)c1cc(OC)c(OC)c(OC)c1 | 0 | -14 | 0.7 | 7 | 5 | 5 | 10 | 12 | 3
O=C(O)[C@H](Cc1ccccc1)NC(=O)C(c1ccccc1)(c1ccccc1)c1ccccc1 | -1 | 16 | -0.2 | 6 | 26 | 4 | 23 | -25 | 0
S=C(c1ccc(-c2ccccc2)o1)N1CCCCC1 | 0 | 1 | 1.5 | 5 | -3 | 3 | 48 | -6 | 11
Cc1noc(C)c1C(=O)Nc1sc(C)c(-c2ccccc2)c1C#N | 11 | -18 | -1.1 | 10 | 6 | 0 | -10 | -9 | -2
O=C(CCNc1ccc(F)cc1)c1cccc([N+](=O)[O-])c1 | 0 | 13 | 1.7 | 9 | -19 | 2 | 8 | -9 | 2
Cc1cccc(C)c1OCC(=O)N(Cc1cccs1)C1CCS(=O)(=O)C1 (stereo not given) | 2 | -1 | -1.1 | 4 | -2 | -3 | 8 | -40 | x
Cc1ccc2[nH]c(=O)c3cc(C(=O)NCCN4CCN(C)CC4)sc3c2c1 | 5[fluorescence artefact?] | -7 | 2.4 | 8 | 9 | 0 | 8 | -15 | 1
CCn1c(=O)c2c(nc3n2CC(C)CN3CCc2ccccc2)n(C)c1=O (stereo not given) | -3 | -3 | 1.6 | 6 | 8 | -3 | 16 | 5 | 2
COc1ccc(NC(=O)C(Cc2ccccc2)NC(=O)c2ccco2)cc1OC (stereo not given) | 11[fluorescence artefact?] | -19 | -2.8 | 8 | -8 | 1 | 10 | -8 | 2
CC(=O)Oc1cccc(/C=C2\Sc3ccccc3C2=O)c1 | -1 | 22 | -0.9 | 9 | -5 | -3 | -34 | 10 | x
Cc1nn(C)cc1CNC(=O)c1cccc(F)c1 | 2 | -1 | 0.4 | 2 | 8 | 6 | -3 | 7 | -2
COc1ccc(N2CCN(CCNC(=O)C3CCN(S(=O)(=O)c4cccs4)CC3)CC2)cc1 | -2 | 7 | 1.3 | -2 | 4 | 2 | -11 | 0 | 5
CCOC(=O)Cc1csc(NC(=O)CSc2nnc(Cc3csc(N)n3)n2C)n1 | 0[fluorescence artefact?] | -20 | 0.6 | 3 | -15 | 1 | 28 | -5 | -4
O=C(CSc1nc2ncc(Cl)cc2[nH]1)N(Cc1ccccc1)C1CCS(=O)(=O)C1 (stereo not given) | 5 | -4 | 1.5 | 2 | -6 | -3 | 10 | -7 | -5
Cc1c(Br)cc(C(=O)N2CCCCCC2)c(C)c1C | 0 | -8 | 0.6 | x | 20 | 1 | 37 | 2 | 0
O=C(NCCc1csc(-c2cccnc2)n1)c1ccccc1 | 4[fluorescence artefact?] | -1 | 0.8 | 7 | 4 | 0 | -12 | -11 | -2
COc1ccc(/C=N\NC(=O)c2c(C)nc3ccc(Br)cn23)cc1 | -6 | -2 | 1.5 | 6 | -2 | 2 | 14 | 13 | 0
CCc1ccc2oc(=O)cc(CN3CCN(CCO)CC3)c2c1 | 3[fluorescence artefact?] | -8 | -2.9 | 10 | -26 | 1 | 1 | -2 | 3
CCN(CC)S(=O)(=O)c1ccc(NC(=O)CN(c2cccc(F)c2)S(C)(=O)=O)cc1 | 0 | -25 | -0.6 | 10 | 13 | 1 | 3 | 19 | -7
CCCN(C(=O)Cc1nc(N)n[nH]1)C1(C(=O)Nc2c(C)cccc2C)CCCCC1 | -1[fluorescence artefact?] | -19 | 0.0 | -1 | -9 | -6 | 13 | 8 | 0
CCn1c(CSc2nncn2-c2ccc(OC)cc2)nc2cc(S(=O)(=O)N(C)C)ccc21 | 4[fluorescence artefact?] | -26 | -0.1 | 2 | 19 | -2 | 17 | 4 | 5
O=C(Cc1n[nH]c(=O)[nH]c1=O)N/N=C/CCc1ccccc1 | -1 | -3 | -0.3 | 7 | 5 | 7 | -3 | 29 | x
O=C(NCc1cccs1)C1CC(c2ccccc2O)=NO1 (stereo not given) | -7[fluorescence artefact?] | -8 | -0.5 | 6 | -17 | 3 | 5&-23 | -5 | 1
Cc1ccc(C(=O)Nc2cccc(C(=O)O)c2)cc1S(=O)(=O)N1CCOCC1 | 1 | 2 | -2.2 | 5 | -14 | 0 | -28 | -4 | 5
Cn1cccc1/C=C1/SC(=O)N(CC(=O)N2CCCC2)C1=O | -1 | -4 | 0.0 | 7 | -4 | 0 | 7 | -2 | 1
COc1ccc(OC)c(C2CC(=O)N3CN(c4cccc(Cl)c4)CSC3=C2C#N)c1 (stereo not given) | -2 | -11 | 0.0 | 7 | -7 | 3 | 8 | -9 | 3
O=S(CC(O)COCc1ccc(Cl)cc1)c1ccccn1 (stereo not given) | 0 | -3 | 1.2 | 6 | 14 | 7 | 8 | 4 | 1
CC1CC1c1ccc(/C=C(\C#N)C(=O)Nc2cccc(Cl)c2Cl)o1 (stereo not given) | 0 | -11 | 0.0 | 8 | -3 | 0 | 31 | -6 | 7
Cc1cccc(/C=C/c2nc3ccccc3c(=O)[nH]2)c1 | -8 | 1 | 0.9 | 3 | 4 | 0 | -7 | -5 | 1
CCOc1nc(Nc2ccc(OC)c(Cl)c2)nc(N2CCN(c3ccc(OC)cc3)CC2)n1 | 1[fluorescence artefact?] | -14 | 2.2 | 8 | -13 | -4 | 19 | -3 | 11
Cc1nc(N2CCN(C)CC2)c2sc(=S)n(C)c2n1 | 6 | -12 | -0.2 | 9 | -3 | 6 | -19 | 13 | 3
Cc1nn(C)c(C)c1S(=O)(=O)N1CCC(C(=O)NC2CCCc3ccccc32)CC1 (stereo not given) | 5 | -8 | 1.9 | 15 | 13 | 0 | -8 | -2 | 6
COc1ccc(C[C@H]2CN3C(=NC[C@@H]3Cc3ccccc3)N2CCNC(=O)CCC2CCCCC2)cc1 | -3 | -3 | -0.8 | 6 | -15 | 1 | -27 | -42 | 33*
C#CCOCCOCCOCCNc1nc(N2CCN(C(=O)C([C@@H](C)CC)n3cc(C(N)CO)nn3)CC2)nc(N2CCN(C(=O)[C@H](CCC(=O)O)n3cc(C(N)CC(C)C)nn3)CC2)n1 (stereo not given in full) | 0 | -1 | 1.6 | x | 3 | 2 | -15 | -9 | -2

Some of the entries above in another layout:
Each structure is followed by: eIF4E 4G PPI, S1P4 antagonist, S1P4 ag, PGE2 EP2 inh, NPY-Y1 PAM-ag, p97 ATPase inh, EP2 mod, NPY2 pot ag, NPY-Y1 antag
- O=S(CC(O)COCc1ccc(Cl)cc1)c1ccccn1 (stereo not given)
    0, -3, 1.2, 6, 14, 7, 8, 4, 1
- Cc1nc(N2CCN(C)CC2)c2sc(=S)n(C)c2n1
    6, -12, -0.2, 9, -3, 6, -19, 13, 3

The listing continues.
SMILES | eIF4E 4G PPI | S1P4 antagonist | S1P4 ag | PGE2 EP2 inh | NPY-Y1 PAM-ag | p97 ATPase inh | EP2 mod | NPY2 pot ag | NPY-Y1 antag
O=C(Nc1cc(C(F)(F)F)ccc1Cl)c1ccc(NC(=O)C(F)(F)F)cc1 | -2 | -25 | 1.1 | 7 | 8 | 0 | 17 | -3 | -4
CCOC(=O)c1ccc(CNC(=O)CSc2nc(NC(=O)c3ccccc3)c3c(C)c(C)oc3n2)cc1 | 0 | -1 | -2.2 | 10 | -35 | 5 | 18 | 0 | 14
COc1ccc(-n2nnnc2SCC(=O)Nc2nnn(C)n2)cc1 | -3[fluorescence artefact?] | 11 | -0.1 | 7 | 22 | 2 | 10 | 1 | 8
[O-][n+]1c2c(nn1-c1ccc(Cl)c(Cl)c1)-c1nonc1CC2 | -4 | -3 | 0.8 | 3 | -3 | 5 | -26 | 8 | 5
CC(C)n1c(SCC(=O)N2CCN(C(=O)c3ccco3)CC2)nc2c1c(=O)n(C)c(=O)n2C | -12 | -11 | 0.9 | 9 | 27 | 2 | -15 | 1 | x
CCC(C)(C)n1nnnc1C(c1ccc(OC)c(OC)c1)N1CCN(c2ccccc2)CC1 (stereo not given) | 3[fluorescence artefact?] | 2 | -0.8 | 6 | 3 | -2 | 11 | -10 | 18
Cc1sc(NC(=O)Nc2ccccc2)c(C(N)=O)c1C | -2 | 7 | -1.1 | 6 | -3 | -4 | -18 | 2 | -9
CCCCNC(=O)C(=O)NC(C)CCc1ccccc1 (stereo not given) | -5 | -2 | -0.1 | x | 31 | -1 | -5 | 2 | -2
C/C(=N\NC(=O)c1cc(C(C)C)[nH]n1)c1ccco1 | -32 | -8 | 0.6 | 3 | -5 | -8 | -4 | 6 | 2
